IL1B NFkB inh: inhibitors of IL-1B driven NFkB p65 nuclear import, primary screen, imaging, HUVEC, IL-1B stimulus, high-content imaging; AID 796, 2007; 94,000 compounds, 0.43% hits; inhibition, % at 2 µM; HUVEC IL-1B NFkB p65 nuclear translocation imaging;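 active means inhibition above about 30% together with a positive call from visual inspection of the well image, limit read from the data; inconclusive means inhibition above a set limit but visual check negative; inactive means inhibition not above a set limit, visual check negative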;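 further: nuclear over cytoplasmic p65 intensity ratio measured by imaging; 0% = IL-1B stimulated DMSO wells and 100% = unstimulated DMSO wells; values of inactives mirror those of a sister screen read the other way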
IL1B NFkB pot: enhancers of NFkB p65 translocation in HUVEC – imaging, IL-1B stimulus, high-content imaging, primary screen. HUVEC IL-1B NFkB p65 nuclear translocation imaging. activation, % at 2 µM. 94,000 compounds, 0.3% hits;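 active means activation above 40%, about the mean plus 3 SD, also judged a hit on visual image review; inconclusive means activation above 40% but not a hit on visual review; inactive means activation not above 40% and no visual hit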;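 further: percent activation is computed from the nuclear over cytoplasmic p65 intensity ratio; values of inactives mirror those of a sister screen read the other way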
PLAP inhibitors HTS: PLAP enzyme inhibitors, biochemical, luminescence, HTS (AID 690). Alkaline phosphatase, placental type (Homo sapiens). purified PLAP, luminescent substrate; higher % means a stronger effect. inhibition, % at 20 µM; hits with a dose series show IC50 in µM. 96,000 compounds, 0.08% hits; in the data active means a potency from the dose series; inactive means the rest, 99 in 100 with inhibition below about 30%; further: strong numbers were not always called active
Bcl-B displacement: displacers of TR3 peptide from Bcl-B, primary screen, selectivity assay for Bfl-1 inhibitor project, biochemical, fluorescence polarization | FP displacement of FITC-TR3 peptide from Bcl-B; higher % means a stronger effect | one-dose displacement, % at 20 µM; IC50 in µM for titrated hits | AID 748, 2007 | Bcl-2-like protein 10 (Homo sapiens) | 96,000 compounds, 0.11% hits;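 active means displacement above 50% at 20 µM plus a fluorescence interference ratio under 1.5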;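 further: plate controls were wells without compound for no effect and wells lacking Bcl-B protein for full effect; a part of the inactive calls stands beside numbers as strong as those of hits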
MRP reversal: reversal of MRP1-mediated doxorubicin resistance, primary screen, H69AR cells, doxorubicin co-treatment | H69AR cells + 2 uM doxorubicin, CellTiter-Glo, 72 h | differential viability (reversal), % at 10 µM | 85,000 compounds, 0.04% hits | AID 602, 2007;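 active means viability drop by adding the cancer drug above about 55%, with treated viability meeting a 40% cutoff, limit read from the data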;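 further: viability without doxorubicin minus viability with 2 µM doxorubicin for each compound; larger differential means the compound sensitizes cells more to doxorubicin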
MRP reversal cytotoxicity: second read-out of MRP reversal, no call of its own (marks repeat the call); viability, %; H69AR cells, CellTiter-Glo, 72 h; measured here: cytotoxicity without doxorubicin
MRP reversal with doxorubicin: also measured in MRP reversal; calls as there; viability, %; measured here: viability with 2 uM doxorubicin; stronger effect = lower value
IL1B NFkB inh cell count 2 µM: also measured in IL1B NFkB inh; calls as there; cell count; measured here: cells passing quality filter;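 raw number of nuclei counted in each imaged well without normalization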
IL1B NFkB pot cell count 2 µM: also measured in IL1B NFkB pot; calls as there; cell count; measured here: cells passing quality filter
An asterisk follows results filed as active; ? = inconclusive; · = not tested or not shown. An excerpt; rates above refer to the full screens.

SMILES	IL1B NFkB inh	IL1B NFkB inh cell count 2 µM	IL1B NFkB pot	IL1B NFkB pot cell count 2 µM	PLAP inhibitors HTS	Bcl-B displacement	MRP reversal	MRP reversal cytotoxicity	MRP reversal with doxorubicin
Cc1c(N(C)C(=O)C2CCCN2S(=O)(=O)c2ccccc2)c(=O)n(-c2ccccc2)n1C (configuration not stated)	-14	149	14	149	-9%	-4%	3	108	105
CCCCn1c(SCC(=O)N(CC)C2CCS(=O)(=O)C2)nnc1C(CC)N(C)C (configuration not stated)	·	·	·	·	-47%	-3%	9	91	82
CC1(C)NC(=O)N(CCOCCSc2ccccc2)C1=O	-2	131	2	131	-16%	-6%	11	102	91
Cc1sc(NC(=O)Cn2nc(C(F)(F)F)cc2C)c(C(=O)OC(C)C)c1C	3	156	-3	156	11%	-8%	·	·	·
Cc1cc(=O)[nH]c(SCC(N)=O)c1C#N	-9	120	9	120	5%	11%	-1	83	84
CC(=O)N1c2ccccc2N(Cc2ccc(C)cc2C)C(=O)C1(C)C	5	168	-5	168	-29%	-15%	-34	23	58
CCOc1ccc(-n2c(SCC)nc3c(c2=O)SCC3)cc1	·	·	·	·	7%	-8%	26	95	69
COc1ccc(CCNC(=O)CS(=O)Cc2nc(-c3cccs3)oc2C)cc1OC (configuration not stated)	-4	121	5	121	-34%	-7%	8	83	75
CCOC(=O)Nc1ccc2c(c1)N(C(=O)CN(CC)CC)c1ccccc1C=C2	4	121	-4	121	-40%	-7%	12	92	80
COc1ccc(CN(C(=O)CN2C(=O)C(C)Oc3ccccc32)C2CCCC2)c(OC)c1 (configuration not stated)	-25	82	25	82	-61%	-6%	2	78	75
CCOC(=O)Cc1ccc(NS(=O)(=O)c2ccc(SC)cc2)cc1	-8	159	8	159	-45%	-1%	9	99	90
CS(=O)(=O)N(CC(=O)Nc1ccccc1C(=O)NCc1ccccc1)c1ccc2c(c1)OCCO2	-6	196	6	196	-63%	11%	6	102	95
COc1cc(C=O)ccc1OCC(=O)N1CCOCC1	-15	64	15	64	0%	-11%	6	99	93
Cc1ccc(C)c(N(CC(=O)NCCSCc2ccco2)S(C)(=O)=O)c1	-16	193	16	193	-55%	-11%	6	84	78
CS(=O)(=O)N(CC(=O)NCC1CCCO1)Cc1ccc(Cl)cc1 (configuration not stated)	8	99	-8	99	-17%	-2%	13	87	74
COc1ccc2nc(SCC(=O)/C(C#N)=C(\C)N)[nH]c2c1	-8	166	8	166	11%	-14%	-4	81	86
COc1ccc2oc(=O)c(C(=O)NCc3ccccn3)cc2c1	-2	182	2	182	·	·	-1	99	100
CCCn1c(C(Cc2ccccc2)NC(=O)COC)nc2ccccc21 (configuration not stated)	-17	188	17	188	-37%	0%	3	93	90
CC1=C(C(=O)OC(C)C)C(c2coc3ccccc3c2=O)C2=C(CCCC2=O)N1 (configuration not stated)	5	148	-5	148	-43%	-9%	-11	91	101
CCn1cc(C(=O)NCC2CCCO2)c(=O)c2cc(S(=O)(=O)N(C)C3CCCCC3)ccc21 (configuration not stated)	-7	59	7	59	-40%	-2%	0	70	70
CCOC(=O)C1CCCn2c1nc1sc3c(c1c2=O)CCCC3 (configuration not stated)	-6	203	6	203	-45%	-1%	11	89	78
COc1ccccc1-n1cnnc1SCC(=O)c1ccc[nH]1	-13	160	13	160	9%	-6%	-6	87	93
Cc1nn(-c2ccc(F)cc2)c(Cl)c1/C=C(\CCC(=O)O)c1nc2ccccc2s1	8	111	-8	111	-47%	3%	11	95	84
CC(c1ccccc1)N1C(=O)c2ccccc2C1O (configuration not stated)	-33	176	33	176	18%	16%	9	91	81
COCCn1c(C)cc(C(=O)CSc2nnc(C)s2)c1C	·	·	·	·	5%	-8%	0	101	101
CCc1ccc(NC(=O)CSc2nc3cc(C(=O)OC)ccc3c(=O)n2Cc2ccco2)cc1	-19	121	19	121	4%	-1%	-17	89	106
CCn1c(SCC(=O)NCc2ccco2)nnc1-c1ccc(N)cc1	-30	84	30	84	-13%	4%	·	·	·
COc1nc(OC)nc(N2CCC(C(=O)NCc3ccc(F)cc3)CC2)n1	5	99	-5	99	-7%	-6%	·	·	·
O=c1[nH]cnc2c1C1(CCCC1)Cc1ccccc1-2	-21	149	21	149	-32%	-6%	16	105	89
N#Cc1ccc(C(=O)NCC(c2ccco2)N2CCCCC2)cc1 (configuration not stated)	-1	192	1	192	-1%	4%	-5	75	81
O=C(NCc1ccccc1F)c1cccs1	-7	113	7	113	5%	6%	12	104	92
CCc1nnc(NC(=O)CCC(=O)NCC2CCCO2)s1 (configuration not stated)	11	93	-11	93	-28%	2%	·	·	·
O=C1c2[nH]nc(-c3ccccc3O)c2C(c2cccc(Cl)c2)N1CC1CCCO1 (configuration not stated)	-25	95	25	95	-46%	4%	11	21	10
COc1ccccc1N1CCN(Cc2cc(Br)c(O)c3ncccc23)CC1	-18	225	18	225	-39%	4%	0	20	20
CCOC(=O)C1=C(C)NC(SC(C)=O)=NC1c1ccc(OC(C)=O)c(OC)c1 (configuration not stated)	16	51	-16	51	-17%	0%	-1	84	85
CN(C)C(=O)Cn1c(SCC(=O)NC2CCCCC2)nc2ccccc21	2	185	-3	185	·	·	10	102	92
C=CCNC(=O)C(C(=O)OCC)C1CCCCC1 (configuration not stated)	4	110	-4	110	·	·	5	96	91
C=CCN1C(=O)/C(=C2/C(=O)N(CC(=O)O)c3ccccc32)S/C1=N/c1nccs1	-5	114	5	114	-28%	3µM*	·	·	·
O=C(CSc1nnc(CNC(=O)c2c(F)cccc2Cl)o1)NCc1ccc2c(c1)OCO2	25	51	-25	51	6%	4%	6	100	94
O=C(CSCc1cnn(-c2ccccc2)c1-n1cccc1)NCC1CCCO1 (configuration not stated)	-9	175	9	175	-73%	18%	-1	88	89
Cc1ccc(CC(=O)Nc2nncs2)cc1	-18	134	18	134	·	·	-6	89	95
COc1ccc(CC(=O)N2CC(=O)N(CCc3ccccc3)C(=O)C2)cc1	-4	104	4	104	-22%	-11%	-1	87	88
c1ccc(-c2nc(NCc3cccnc3)c3ccccc3n2)cc1	-5	194	5	194	18%	-39%	·	·	·
COc1ccc(-n2c(Cc3cccn3C)nnc2SCC(=O)Nc2nc(C)cs2)cc1	·	·	·	·	-10%	6%	-3	86	89
CCOC(=O)C1=C(O)/C(=C\c2ccc(CNC(=O)C(=O)Nc3ccc(C)c(C)c3)o2)N=C1C	-28	154	28	154	-35%	-46%	9	98	89
O=C(CN1CCCCCC1)N1c2ccccc2Sc2ccc(C(F)(F)F)cc21	-14	124	14	124	·	·	-13	37	50
O=P(O)(c1ccccc1)c1ccccc1O	-3	191	3	191	-11%	-1%	14	102	88
COC(=O)Cn1cc(C(=O)OC)cc(Br)c1=O	10	135	-10	135	-16%	8%	6	88	82
O=C(Nc1ccccc1Sc1ccccc1)c1ccccc1F	-3	152	3	152	·	·	·	·	·
O=C(COc1ccc2ccccc2c1)N1CCN(C(=O)c2cccnc2)CC1	-8	197	8	197	-17%	9%	3	86	83
CCOC(=O)C1=C(C)Nc2ccc(C)cc2S1	10	162	-10	162	3%	-8%	24	104	80
Cc1cc(NC(=O)CCCSc2nc(-c3ccco3)cc(C(F)(F)F)n2)n(-c2ccccc2)n1	-44	114	?	·	·	·	-6	72	78
N#CN=C1CCCCCN1CC(N)=O	-9	184	9	184	22%	-10%	-11	94	105
Cc1oc2c(c1C(=O)c1ccccc1)C(=O)C(=O)c1ccccc1-2	-9	191	9	191	13%	25%	-1	1	2
O=S(=O)(NCCC1=CCCCC1)c1cccc(S(=O)(=O)N2CCOCC2)c1	3	99	-3	99	-29%	9%	-7	82	88
Cc1cc(C)cc(NS(=O)(=O)c2ccc3[nH]c(=O)[nH]c3c2)c1	0	114	0	114	13%	-8%	-14	89	103
CC(C)CNC(=O)c1cc(-c2ccco2)on1	-4	107	4	107	-2%	2%	9	90	81
CC1=C(C(=O)OC(C)C)C(c2cccnc2)C2=C(CCCC2=O)N1 (configuration not stated)	-3	34	3	34	6%	-1%	-5	92	97
COc1ccc(CC(=O)OCc2nnc(C3COc4ccccc4O3)o2)cc1OC (configuration not stated)	-10	164	10	164	·	·	1	104	104
O=C(NCc1ccncc1)C1CCCCC1	-2	123	2	123	13%	-9%	12	107	95
Additional results follow.
SMILES	IL1B NFkB inh	IL1B NFkB inh cell count 2 µM	IL1B NFkB pot	IL1B NFkB pot cell count 2 µM	PLAP inhibitors HTS	Bcl-B displacement	MRP reversal	MRP reversal cytotoxicity	MRP reversal with doxorubicin
COc1ccc(C(=O)c2c[nH]c(C(=O)NCC3CCCO3)c2)cc1 (configuration not stated)	-4	135	4	135	1%	-1%	·	·	·
CCOC(CNC(=O)c1ccc2nc(N3CCC(C)CC3)sc2c1)OCC	-20	168	20	168	-37%	6%	17	100	84
COc1ccc(CNC(=O)CN(Cc2ccccc2)S(=O)(=O)c2ccc(Cl)cc2)cc1	3	180	-3	180	-40%	-2%	-5	76	81
COc1ccc(OC)c(NC(=O)CCN2CCC(C)CC2)c1	-23	129	23	129	-35%	·	-4	86	90
CS(=O)(=O)N(CC(=O)NCCSc1ccc(Cl)cc1)c1ccc2c(c1)OCO2	-4	113	4	113	0%	0%	10	98	89
COc1ccc(NC(=O)c2ccc(CNS(=O)(=O)c3cccc(OC)c3)cc2)cc1	-20	195	20	195	8%	-2%	·	·	·
COc1ccc(OC)c(N2C(=O)CC(Cc3ccc(Cl)cc3)C2=O)c1 (configuration not stated)	-27	143	27	143	·	·	1	101	99
COc1ccccc1N(CN1CCCC1=O)C(=O)c1c(F)cccc1F	14	152	-14	152	1%	-3%	38	104	66
CCCCC(CC)CNC(=O)c1ccc2c(c1)OCO2 (configuration not stated)	6	80	-6	80	44%	-3%	6	102	97
CCOC(=O)N1CCC(Nc2c(-c3ccc(C)cc3)c(=O)c2=O)CC1	-4	149	4	149	·	·	-3	85	88
Cc1ccc(S(=O)(=O)N2CCCN(S(=O)(=O)c3ccc(C)cc3)CC2)cc1	-12	174	12	174	20%	-10%	0	107	108
CCOC(=O)N1CCN(S(=O)(=O)c2c(C)[nH]c(=O)[nH]c2=O)CC1	·	·	·	·	14%	-11%	-14	91	105
Cc1ccc(-c2ccc(/C=N/n3cnnc3)o2)cc1Cl	-2	123	1	123	14%	-11%	1	87	86
COc1cc(C2C(C#N)=C(C)NC3=C2C(=O)c2ccccc23)cc(OC)c1OC (configuration not stated)	22	39	-22	39	0%	0%	·	·	·
CCOC(=O)c1cc(-c2ccc(/C=C3/C(=O)NC(=O)C(C#N)=C3C)o2)ccc1Cl	-5	139	5	139	-25%	28%	·	·	·

Screening data: PubChem BioAssay, several laboratories
